IMPase inh – qHTS Assay for Identifying the Cell-Membrane Permeable IMPase Inhibitors | AID 901, 2007 | inhibition (IP1 accumulation), % at 46.1 µM | Inositol monophosphatase 1 (Rattus norvegicus), P97697 | 120,000 tested, under 10 active | CHO-M1 cells, IP1 accumulation, HTRF TR-FRET ratio; active = well fitted curve in the direction sought with a large enough effect in the signal ratio, not every such curve was filed as active; inconclusive = small, poorly fitted or top-dose-only effect, or a change in a side signal; inactive = no such curve, though single readings can be large or run the other way; the % refers to the signal ratio;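 note: cells stimulated with carbachol in lithium chloride buffer; plate controls were DMSO basal wells for no effect and reference inhibitor wells for full effect; higher means more IMPase inhibition seen as more IP1 and lower FRET ratio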
Target sequence (P97697 whole entry, looked up): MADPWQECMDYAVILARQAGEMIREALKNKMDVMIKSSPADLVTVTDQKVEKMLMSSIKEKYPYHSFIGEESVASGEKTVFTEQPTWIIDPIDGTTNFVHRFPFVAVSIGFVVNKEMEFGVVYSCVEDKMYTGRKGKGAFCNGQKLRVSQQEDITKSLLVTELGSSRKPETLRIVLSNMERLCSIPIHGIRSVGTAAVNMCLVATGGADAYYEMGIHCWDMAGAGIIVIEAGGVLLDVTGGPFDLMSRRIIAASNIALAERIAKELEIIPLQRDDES
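The IP-One HTRF competitive assay in carbachol-stimulated CHO-M1 cells quantifies cellular IP1. Compounds spanned up to 46 uM final, and activity is expressed as AC50 from concentration-response fits of the ratio and donor data.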
PNC inhibitor – High Content Assay for Compounds that inhibit the Assembly of the Perinucleolar Compartment. PC3M PTB-GFP, PNC prevalence imaging, 16 h; active compounds read low. activity change (PNC), negative = inhibition, % at 10 µM. actives 3.1% (n = 140,000);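 active = readout at or below -70, meaning at least 70% loss of cells showing the perinucleolar compartment, a nuclear body marking cancer cells; inconclusive = readout between -30 and a set limit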;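 note: plate controls were DMSO wells for no effect and camptothecin positive control wells for full effect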
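Compounds are pinned in duplicate onto adhered PC3M cells stably expressing GFP-tagged PTB and incubated 16 h at 37 C. Cells are then fixed, nuclei stained with Hoechst, and PNC-positive cells counted.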
ALOX12 inhib – qHTS Assay for Inhibitors of 12-hLO (12-human lipoxygenase); Polyunsaturated fatty acid lipoxygenase ALOX12 (Homo sapiens), P18054; purified 12-hLO, xylenol orange hydroperoxide absorbance; Potency, µM (top dose mostly 57.1 µM), for the others: at the top dose activity change, negative = inhibition, actives largely listed as inhibitors; actives 0.12% (n = 150,000); note: potency is the fitted concentration of half-maximal effect; nearly all actives have a fitted effect of over 55% in size; many of its hits are not listed in these tables
Target sequence (P18054 whole entry, looked up): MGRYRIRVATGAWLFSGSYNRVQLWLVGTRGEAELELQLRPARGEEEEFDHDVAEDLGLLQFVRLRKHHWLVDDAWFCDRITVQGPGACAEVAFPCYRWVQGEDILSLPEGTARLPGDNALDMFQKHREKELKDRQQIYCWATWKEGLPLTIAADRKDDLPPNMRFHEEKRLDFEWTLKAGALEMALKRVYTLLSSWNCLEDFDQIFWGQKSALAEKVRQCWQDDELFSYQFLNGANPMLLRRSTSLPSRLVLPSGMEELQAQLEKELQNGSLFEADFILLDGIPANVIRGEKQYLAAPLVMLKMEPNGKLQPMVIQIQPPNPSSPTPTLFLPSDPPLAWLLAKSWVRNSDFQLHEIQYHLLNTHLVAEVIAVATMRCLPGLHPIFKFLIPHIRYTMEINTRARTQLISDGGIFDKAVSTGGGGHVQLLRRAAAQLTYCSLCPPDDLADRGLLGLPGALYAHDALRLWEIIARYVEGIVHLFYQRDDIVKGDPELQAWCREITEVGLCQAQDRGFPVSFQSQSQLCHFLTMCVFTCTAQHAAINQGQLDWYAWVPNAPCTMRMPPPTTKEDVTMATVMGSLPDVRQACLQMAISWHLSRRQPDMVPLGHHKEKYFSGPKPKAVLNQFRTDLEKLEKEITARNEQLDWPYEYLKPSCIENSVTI
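Lipoxygenase turnover measured by absorbance at 573 and 405 nm after Fe-XO development. Human 12hLO 150 nM, arachidonate 40 uM, pH 7.0 Hepes buffer with detergent; 15 min compound preincubation, 30 min reaction.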
15-hLO-2 inh – qHTS Assay for Inhibitors of 15-hLO-2 (15-human lipoxygenase 2); purified 15hLO-2, xylenol orange hydroperoxide absorbance; Potency, µM (top dose mostly 57.1 µM), for the others: at the highest dose activity change, negative = inhibition, usual class: inhibitors; actives 0.56% (n = 110,000); AID 881, 2007; note: potency is the fitted concentration of half-maximal effect; nearly all actives have a fitted effect of over 60% in size; many of its hits are not listed in these tables
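Screening format was qHTS against 50 nM purified 15hLO-2 in Hepes pH 7.5 with detergent. Activity follows hydroperoxide formation from 45 uM arachidonic acid, measured as 573:405 nm absorbance ratio of the ferric-xylenol orange complex.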
Starred values were filed as active, the others as inactive; u = inconclusive; x = not tested or not shown; [ ] = remark or other dose. Unless noted, calls come from the whole dose curve; as a rule, active = well fitted curve in the direction sought with a large enough effect; inconclusive = small, poorly fitted or top-dose-only effect, or another doubt; inactive = no such curve, though single readings can be large; an effect the other way counts as inactive or inconclusive. Unless noted, % is set by controls: 0 for no effect and ±100 for the full control effect.

SMILES	IMPase inh	PNC inhibitor	ALOX12 inhib	15-hLO-2 inh
O=C(NC1CS(=O)(=O)CC1NCc1ccco1)c1ccccc1 (stereo not given)	-1	-96*	4%	-2%
CC(C(=O)NCc1ccco1)n1nc(-c2ccccc2)c2cc(Cl)ccc21 (stereo not given)	-8	32	0%	0%
Cc1c(NC(=O)CCCCCN2C(=O)c3ccccc3C2=O)c(=O)n(-c2ccccc2)n1C	x	17	-2%	x
COC(=O)c1ccccc1NC(=O)C1CCN(C(=O)c2cc(OC)cc(OC)c2)CC1	8	-5	3%	0%
CC(C)(C)c1ccc(CNc2ccc([N+](=O)[O-])cn2)cc1	x	u	-5%	x
Cc1ccc(/C=C2\CCCC3=C2NC(=S)NC3c2ccc(C)cc2)cc1 (stereo not given)	x	-22	u	x
CC(C)N1CCc2c(sc(N)c2C#N)C1	2	u	5%	46%[activator]
COc1cccc(N2C(=O)C3ON(c4ccccc4)C(c4cccs4)C3C2=O)c1 (stereo not given)	2	u	4%	-7%
Cc1[nH]ccc(=O)c1OC1OC(CO)C(O)C(O)C1O (stereo not given)	x	u	-2%	x
COc1ccc2c(c1)CC(C1(O)C(=O)N(C)c3ccccc31)C2=O (stereo not given)	-2	-23	-1%	-9%
CCOC(=O)c1[nH]c2ccc(Cl)cc2c1NC(=O)/C=C/c1ccc2c(c1)OCO2	0	51	0%	x
CC(C)c1cc(C(=O)Nc2cccnc2)no1	6	20	3%	2%
COc1ccc(S(=O)(=O)N(C)C2CCN(C)CC2)cc1	8	9	20%	2%
CCNC(=S)NNC(=O)c1cccc(Br)c1	2	1	-4%	-6%
COc1cc(OC)nc(-n2ncc(OC)c(Br)c2=O)n1	x	67	-2%	x
CC1=NN(C(=O)c2ccc(Cn3nc(C)c([N+](=O)[O-])c3C)o2)C(O)(C(F)(F)F)C1 (stereo not given)	x	13	2%	x
CCc1ccccc1NC(=S)N1CCN(c2ccccn2)CC1	x	-1	0%	x
COc1ccc(-n2nnnc2-c2ccccc2)cc1	3	-83*	8%	-1%
O=C(CN1CCN(Cc2ccc3c(c2)OCO3)CC1)Nc1ccc(F)cc1	x	u	-3%	x
Cc1ccc(C)c(NC(=S)N2CCC(N(C)CC3CCCO3)CC2)c1 (stereo not given)	6	24	0%	6%
CCSc1nnc(NC(=O)c2ccc(C)o2)s1	-7	21	4%	-4%
CNC(=O)CSc1nnc(-c2cccs2)o1	7	20	5%	-7%
CCN=c1scc(-c2cccs2)n1/N=C/c1cc(OC)ccc1O	x	10	-4%	x
Cc1ccc(OCCN2CCNCC2)c([N+](=O)[O-])c1	x	11	-1%	x
Cc1ccc(C)n1-c1nccc(-c2cccs2)n1	-9	52	-1%	x
COc1cc(/C=C2/N=C(c3ccccc3F)OC2=O)cc(Cl)c1OS(C)(=O)=O	1	105	6%	-2%
CC1CCN(c2nc(-c3ccccc3)c(C#N)c(=O)[nH]2)CC1	-17	31	3%	-3%
O=C(COc1ccc2oc(-c3ccccc3)cc(=O)c2c1)Nc1ccccc1	-2	-112*	-1%	x
O=C(Cn1cnc2c(cnn2-c2ccccc2)c1=O)N1CCOCC1	7	-14	-1%	-8%
O=C(COC(=O)CN1C(=O)C2CC=CCC2C1=O)Nc1cc(C(F)(F)F)ccc1N1CCOCC1 (stereo not given)	4	-8	-4%	-1%
Cc1ccc2cc(CN(CC3CCCO3)S(=O)(=O)c3cccc4nsnc34)c(=O)[nH]c2c1 (stereo not given)	1	-20	2%	11%
COC(=O)c1cc(O)c(OCc2ccccc2)c(O)c1	-1	-85*	-3%	-5%
COc1ccc(N=c2ssnc2Cl)cc1	8	5	u	x
COc1ccc(-n2ccnc2SCC(=O)Nc2ccccc2)cc1	-1	u	0%	0%
Cn1c(=O)cc(OCCCC(=O)Nc2ccc3c(c2)OCCO3)c2ccccc21	1	u	3%	x
COc1ccc(Cl)cc1N(CC(=O)Nc1ccc2c(c1)OCCO2)S(C)(=O)=O	8	-8	-6%	-12%
CN(c1ccc(O)cc1)c1nc(-c2ccccc2)cs1	x	u	-5%	x
COc1ccc(C(=O)OCCc2ccc(O)cc2)cc1	x	31	-2%	x
CN(C)C(=O)c1cc([N+](=O)[O-])cc([N+](=O)[O-])c1N(C)C	-1	u	-9%	u
CCN1/C(=C2\OC(=S)N(C)C2=O)Sc2ccccc21	-7	-19	2%	-4%
Cc1ccc(Cl)cc1N1CCN(S(C)(=O)=O)CC1	-6	-17	6%	2%
O=C(NCc1ccccn1)C1CCN(S(=O)(=O)N2CCCCC2)CC1	1	10	1%	-3%
CSCCC(NC(=O)c1cc([N+](=O)[O-])cc([N+](=O)[O-])c1)c1nc2ccccc2[nH]1 (stereo not given)	-1	u	24%	x
O=C1c2ccccc2C(=O)N1CCCc1nc2ccccc2c(=O)n1-c1cccnc1	-1	-16	-2%	6%
CCCC[C@]1(C2CCCC2)Cc2cc(OCC(=O)O)c(Cl)c(Cl)c2C1=O	7	x	-12%	-17%
Cc1ccc(-n2nnnc2SCC(=O)c2cc(C)n(-c3cc(C)on3)c2C)c(C)c1	6	u	-27%	21%
Cc1ccc(Nc2cc(C)nc(-c3ccccc3O)n2)cc1	12	10	-11%	23%
O=C(NCc1ccccc1)c1cccc(COc2cccc(Cl)c2)c1	u	-7	-3%	4%
O=c1oc2ccccc2cc1-c1csc(Cc2nc(-c3ccc(Br)cc3)cs2)n1	-2	31	1%	-17%
CC1(C(=O)c2ccccc2)C2c3c(ccc4ccccc34)OC(=O)C21C(=O)N1CCOCC1 (stereo not given)	-3	-1	0%	-4%
O=C(CSCc1c(Cl)cccc1Cl)NN1C(=O)c2ccccc2C1=O	-3	-1	-17%	-6%
O=C(Nc1ccc2nc(-c3ccco3)c(-c3ccco3)nc2c1)N1CCN(c2ccccn2)CC1	x	u	-13%	x
CCSc1nnnn1-c1ccccc1	2	-14	2%	-1%
COc1cccc(CN2CC(O)=C(c3nc(-c4ccc(Cl)cc4)cs3)C2=N)c1	18	0	-25%	u
N#Cc1c(N)c(C(=O)c2ccc(Br)cc2)n2c1CCC2	-4	18	-1%	-3%
Cc1ccc2nc(S(=O)(=O)O)[nH]c2c1	-7	48	2%	-6%
COC(=O)c1cn(-c2ccccc2)nc1C(=O)OC	3	13	-5%	-5%
CCC(=O)Nc1nnc(SCC(=O)c2ccc3c(c2)Cc2ccccc2-3)s1	8	u	0%	-9%
Cc1c(/C=N/NC(N)=O)c2ccccn2c1C(=O)c1ccc(F)cc1	x	53	-2%	x
COc1ccc(N(C)S(=O)(=O)c2cccc(C(=O)OC(C(=O)Nc3cc(C)cc(C)c3)c3ccccc3)c2)cc1 (stereo not given)	x	-102*	-1%	x
More records follow:
SMILES	IMPase inh	PNC inhibitor	ALOX12 inhib	15-hLO-2 inh
O=C(O)C(O)c1ccco1 (stereo not given)	x	-18	2%	x
CCCCNC(=O)c1c[nH]c2ccc(S(=O)(=O)Nc3ccc(OCC)cc3)cc2c1=O	0	-4	3%	-1%
CS(=O)(=O)N1CCN(c2ccc([N+](=O)[O-])c(NCCN3CCOCC3)c2)CC1	3	115	-11%	-9%
O=C1NC(=S)N/C1=C/c1cccc([N+](=O)[O-])c1O	16	61	-10%	-5%
CC(C)(C)OC(=O)C1C(=O)CC(C)(O)C(C(=O)OC(C)(C)C)C1c1ccco1 (stereo not given)	1	u	3%	x
CCOc1ccc(-c2nc(=S)[nH][nH]2)cc1	-4	5	-7%	u
CC(NC(=O)NCC1CCCO1)(C(F)(F)F)C(F)(F)F (stereo not given)	5	u	2%	-1%
C=CCN(CC=C)c1cnn(-c2nc3ccccc3[nH]2)c(=O)c1Cl	6	-10	10%	44%[activator]
CCCS(=O)(=O)c1nc(S(=O)(=O)c2ccc(C)cc2)c(N2CCc3ccccc3C2)s1	1	u	0%	x
Cc1ccc(-n2c(-c3cccnc3)n[nH]c2=S)c(C)c1	-7	-3	3%	5%
Cc1nnsc1NC(=O)OCC(C)C	-21	-5	-4%	-3%
N[C@H](C(=O)O)c1ccc(C(=O)O)cc1	5	x	4%	20%
Nc1nc(SC2c3cccc4cccc(c34)C2NS(=O)(=O)c2ccccc2)n[nH]1 (stereo not given)	x	46	-1%	x
CC(C)[C@H](N)c1nnc(SCC(=O)c2ccc(Cl)cc2)o1	0	-23	-8%	22%
CC(C)c1ccc(C2C(C#N)=C(N)N3C(=C2C#N)Sc2ccccc23)cc1 (stereo not given)	0	45	-6%	-23%
COc1cc(OC)c2c(-c3cccc(/C=C/c4ccc(F)cc4)c3)cc(=O)oc2c1	x	x	0%[0.00818 µM]	-11%[0.0915 µM]
O=C(Nc1ccc(Br)cc1)c1ccc(Br)c(S(=O)(=O)Nc2cccnc2)c1	x	u	-1%	x
CC(=O)Nc1c(Cl)n(C(C)=O)c2ccccc12	4	u	-2%	0%
O=C(c1cc(N2CCCCC2)nc2ccccc12)N1CCOCC1	-3	12	-1%	-1%
Clc1ccc(/C=C/c2nc3ccccc3[nH]2)c(Cl)c1	-25	12	1%	70%[activator]
O=C(CSc1nn(-c2ccc(Cl)cc2)c(=S)s1)N1CCN(C(=O)c2ccco2)CC1	5	u	-6%	-10%
Cc1nc(-c2ccc(NS(C)(=O)=O)cc2)cs1	-4	-80*	-1%	7%
Cc1nc(CS(=O)(=O)c2ccccc2)cc(Sc2ccc(Cl)cc2Cl)n1	6[1.84 µM]	u	-2%	-11%[11.4 µM]
Cn1c(Cn2c(=O)sc3ccccc32)nnc1SCC(=O)Nc1cccc(Cl)c1	-4	12	7%	x
Nc1nc(NCC2CCCO2)nc(Nc2ccccc2)c1[N+](=O)[O-] (stereo not given)	x	40	0%	x
Cc1nn(CCOc2ccccc2)c(=O)n1-c1ccccc1F	12	u	3%	1%
COC(=O)c1sccc1NC(=O)CSc1ccc(Cl)cc1	4	30	0%	-1%
CCOC(=O)C(NC(=O)Nc1ccc(O)cc1)(c1ccccc1)C(F)(F)F (stereo not given)	x	u	4%	x
Cc1ccc2c(CNCc3ccco3)cc(=O)oc2c1	5	18	-8%	x
CCCn1c(SCC(=O)Nc2ccccc2N2CCOCC2)nc2c1c(=O)n(C)c(=O)n2C	-9	u	1%	x

Profiles, looked up by structure. Values in the order: IMPase inh, PNC inhibitor, ALOX12 inhib, 15-hLO-2 inh
CC(=O)Nc1c(Cl)n(C(C)=O)c2ccccc12 in the list: 4, u, -2%, 0%
O=C(Nc1ccc(Br)cc1)c1ccc(Br)c(S(=O)(=O)Nc2cccnc2)c1 in the list: x, u, -1%, x
Cn1c(Cn2c(=O)sc3ccccc32)nnc1SCC(=O)Nc1cccc(Cl)c1 in the list: -4, 12, 7%, x
CCCn1c(SCC(=O)Nc2ccccc2N2CCOCC2)nc2c1c(=O)n(C)c(=O)n2C in the list: -9, u, 1%, x

The list goes on:
SMILES	IMPase inh	PNC inhibitor	ALOX12 inhib	15-hLO-2 inh
COC(=O)COc1cccc(-n2cnnn2)c1	u	-18	-5%	4%
COc1cc2cc(CN(CCO)S(=O)(=O)c3ccccc3)c(=O)[nH]c2cc1OC	0	4	2%	-5%
CCOC(=O)c1cc(NC(=O)C2C3CCC(O3)C2C(=O)O)cc(C(=O)OCC)c1 (stereo not given)	1	36	-1%	-1%
C=CCN1CCN(C(CC(C)C)c2nnnn2CCOC)CC1 (stereo not given)	1	u	-6%	2%
COc1cccc(C(=O)n2cnnc2N)c1OC	0	17	2%	3%
O=C(CCC(=O)Nc1ccccc1Cl)N/N=C/c1ccccc1	x	23	-2%	x
CC1(C)C2CC=C(/C=N/NC(=O)c3ccc(O)cc3)C1C2 (stereo not given)	9	u	-1%	x

Screens deposited in PubChem BioAssay by National Center for Advancing Translational Sciences (NCATS).

An excerpt; count on the stated rates, not on these rows.
